# MBD2 inh = MBD2-methylated oligo binding inhibition. TR-FRET, MBD2 binding to methylated oligonucleotide. actives 0.31% (n = 370,000). Q9UBB5. inhibition, % at 4.4 µM; in the data active = inhibition above about 13%
# Target sequence (Q9UBB5 whole entry, looked up): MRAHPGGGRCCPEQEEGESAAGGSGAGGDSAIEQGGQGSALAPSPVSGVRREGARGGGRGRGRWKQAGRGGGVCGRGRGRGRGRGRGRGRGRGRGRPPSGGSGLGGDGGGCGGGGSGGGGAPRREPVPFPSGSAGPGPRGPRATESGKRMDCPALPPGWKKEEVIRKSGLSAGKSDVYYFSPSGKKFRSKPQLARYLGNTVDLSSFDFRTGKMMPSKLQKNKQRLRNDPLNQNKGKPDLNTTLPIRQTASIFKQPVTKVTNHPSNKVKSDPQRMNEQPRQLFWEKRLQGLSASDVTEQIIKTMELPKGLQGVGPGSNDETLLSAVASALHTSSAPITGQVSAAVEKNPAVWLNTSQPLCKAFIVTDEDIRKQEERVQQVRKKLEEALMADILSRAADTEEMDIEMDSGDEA
# DAX1 inh-1 = inhibits human nuclear receptor DAX1. P51843. HEK293 Gal4-DAX1 luciferase reporter, luminescence. inhibition, % at 6.75 µM. actives 0.99% (n = 340,000). AID 504766;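 active = inhibition above the mean over all tested compounds plus 3 SD, cut at about 4.2% in these data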;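 also: 0% = DAX1-transfected cells with DMSO and 100% = empty-vector control cells with DMSO; inhibition shows as a rise in luminescence from relieved DAX1 repression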
# DAX1 inh-2 = blocks DAX1 repression of SF-1 activated StAR promoter; HEK293T StAR-luciferase reporter, SF-1/DAX-1 repression relief; inhibition, % at 6.8 µM; actives 1.1% (n = 370,000); AID 652010;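 active = inhibition above the mean over all tested compounds plus 3 SD, cut at about 3.6% in these data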;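 also: 0% = DAX-1 cells with DMSO and 100% = cells lacking DAX-1 with DMSO; higher inhibition means more luminescence from relief of DAX-1 repression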
# hcDAF12 agonist = activators of H. contortus DAF-12 nuclear receptor. HEK293 hcDAF-12 lit1-tk-luc reporter, luminescence; 0% DMSO, 100% Δ7-dafachronic acid. activation, % at 6.8 µM. actives 1.4% (n = 370,000);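 active = activation above the mean of all tested compounds plus 3 SD, cut at about 5.5% in these data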;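 also: 100% = response to 3 µM Δ7-dafachronic acid high control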
# SMARCA2 activ = activators of SMARCA2 function; AID 652017; activation, % at 9.1 µM; actives 1% (n = 370,000); MG213 cells, MMTV-luciferase reporter, dexamethasone, overnight; in the data active = activation above about 7.8%;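 also: 0% = vehicle wells and 100% = reference activator wells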
# ssDAF-12 act = activators of S. stercoralis DAF-12 nuclear receptor; HEK293 ssDAF-12/GRIP1 lit1-tk-luc reporter, luminescence; % of 3 µM dafachronic acid response; activation, % at 6.8 µM; actives 1% (n = 370,000);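 active = activation above the mean over all tested compounds plus 3 SD, cut at about 0.9% in these data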;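 also: 0% = DMSO-only wells and 100% = 3 µM delta7-dafachronic acid wells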
# ADAM17 inh = inhibits human ADAM17; P78536; recombinant ADAM17, EDANS/DABCYL FRET peptide cleavage; inhibition, % at 6.95 µM; actives 0.83% (n = 370,000); AID 720648;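 active = inhibition above the mean of compounds lying between control limits plus 3 SD, set per campaign, cut at about 8.5% in these data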;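 also: 0% = DMSO-only wells as the low control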
# Target sequence (P78536 215-824 limits assumed): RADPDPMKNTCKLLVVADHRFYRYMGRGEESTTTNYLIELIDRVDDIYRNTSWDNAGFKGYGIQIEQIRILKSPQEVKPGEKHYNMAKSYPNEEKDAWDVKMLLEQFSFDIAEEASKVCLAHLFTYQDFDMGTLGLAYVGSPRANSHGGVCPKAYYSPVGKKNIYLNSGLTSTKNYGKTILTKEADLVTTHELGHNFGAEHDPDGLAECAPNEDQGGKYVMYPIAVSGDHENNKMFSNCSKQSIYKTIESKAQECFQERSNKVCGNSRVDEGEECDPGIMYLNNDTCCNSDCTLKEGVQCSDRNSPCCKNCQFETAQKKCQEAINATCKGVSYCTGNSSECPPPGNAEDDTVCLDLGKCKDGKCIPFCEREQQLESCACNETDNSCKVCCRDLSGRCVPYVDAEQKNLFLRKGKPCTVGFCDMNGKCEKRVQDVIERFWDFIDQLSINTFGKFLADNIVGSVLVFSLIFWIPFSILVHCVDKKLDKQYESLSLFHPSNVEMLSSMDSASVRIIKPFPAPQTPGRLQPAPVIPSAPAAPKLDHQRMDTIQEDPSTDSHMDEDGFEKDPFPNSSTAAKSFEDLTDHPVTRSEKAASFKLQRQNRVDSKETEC
# PLCb3 inh = PLC-beta3 (human) inhibition, primary screen; Purified PLC-beta3, fluorogenic substrate, fluorescence; inhibition, % at 12.2 µM; actives 0.18% (n = 370,000); AID 720704; in the data active = inhibition above about 11%;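 also: 0% = median of compound wells on plate and 100% = full blocker control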
# Rev-erbA mod = modulators of human Rev-erb alpha DNA binding; actives 0.79% (n = 370,000); P20393; Rev-erbα–FITC-DNA binding, fluorescence polarization, 90 min; activity, % at 10 µM;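 active = activity above about 14%, limit read from the data; passing the limit was not always enough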;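 also: 0% = DMSO wells with 35 nM protein and 100% = DMSO wells with 750 nM protein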
# PLC-gamma1 inh = blocks human PLC-gamma1 enzyme activity; inhibition, % at 12.2 µM; purified PLC-gamma1, fluorogenic substrate, fluorescence; AID 720700; actives 0.84% (n = 370,000); in the data active = inhibition above about 9.5%
# hgDAF12 agonist = agonists of H. glycines DAF-12 nuclear receptor | HEK293 GAL4-hgDAF12 UAS-luciferase reporter, agonist luminescence; normalized to butyrate control | activation, % at 6.8 µM | AID 687014 | actives 1.8% (n = 370,000);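 active = activation above a cutoff set at the mean of all screened compounds plus 3 SD, cut at about 10% in these data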;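 also: 0% = DMSO wells and 100% = sodium butyrate wells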
# An asterisk follows results filed as active; i = inactive; nt = not tested or not shown; & = joins results of further samples.
mol	MBD2 inh	DAX1 inh-1	DAX1 inh-2	hcDAF12 agonist	SMARCA2 activ	ssDAF-12 act	ADAM17 inh	PLCb3 inh	Rev-erbA mod	PLC-gamma1 inh	hgDAF12 agonist
Cc1ccc(CNC(=O)CCC(=O)N2CC(C)Oc3ccc(Cl)cc32)cc1 (stereo not given)	-1.7	0.8	0.7	-0.8	2.5	-1.6	1.7	1.4	1.0	-0.1	0.7
O=C(CN(Cc1ccccc1Cl)C(=O)c1csnn1)NC1CCCC1	-1.9	-1.1	-0.6	-1.7	-1.5	-0.6	0.0	-4.3	-1.7	1.7	-1.5
O=C(Oc1cncc(Cl)c1)c1sccc1Cl	2.0	0.3	-0.3	1.2	-4.2	-1.2	-1.8	-6.2	1.0	2.0	0.9
CCC1Sc2ccccc2N(CC(=O)NCc2ccccc2OC)C1=O (stereo not given)	3.1	0.4	0.0	-0.2	-1.8	-1.2	0.6	1.5	3.0	1.8	0.4
C=CCn1c(-c2ccccc2)cc(SC)c(C#N)c1=O	0.7	0.9	-0.3	-1.8	-2.9	-1.4	0.3	2.8	5.4	1.4	4.1
O=C1CSC(=S)N1/N=C/c1c(F)cccc1F	1.0	0.4	0.2	3.2	-1.3	0.2	-1.1	-9.7	1.7	-2.8	2.9
Cc1cc(NC(=O)CCC(=O)N(Cc2ccco2)C(C(=O)NCC2CCCO2)c2ccncc2)no1 (stereo not given)	7.1	-0.7	0.0	-0.4	-0.9	-0.8	-5.6	0.5	4.6	0.1	0.3
O=C(CN(C(=O)CNS(=O)(=O)c1ccc(F)cc1)c1cccc(F)c1)NCC1CCCO1 (stereo not given)	-2.3	1.4	-0.1	1.8	-2.8	-1.3	-2.5	-4.4	-6.1	-3.4	1.0
COC(=O)Cc1csc(NC(=O)CSc2nnc3ccccn23)n1	2.1	-0.6	-0.4	1.4	0.9	-0.2	-2.5	0.4	1.8	0.7	2.5
Cc1ccc(C(=O)N/C(=C\c2ccccc2)C(=O)OCc2ccccc2)cc1	13.7*	-1.7	0.1	4.9	4.2	-0.7	-0.9	0.0	-3.0	-0.8	4.0
CCOC(=O)c1coc(C(=O)OCC)c1C(=O)OCC	-0.1	0.6	-0.8	-1.2	0.6	-0.5	-2.7	-0.6	-5.9	-2.3	-2.3
O=C(NCC1CCCN(C2Cc3ccccc3C2)C1)c1cccs1 (stereo not given)	1.8	0.6	0.1	2.4	0.1	0.8	-1.3	-9.7	1.7	-6.5	1.2
Cc1ccc(N2C(=O)[C@@H]3[C@H](C2=O)C2c4ccccc4C=CN2[C@@H]3C(=O)c2ccco2)c(C)c1 (stereo not given in full)	-6.7	1.5	-0.2	-0.4	-1.2	-0.8	-9.1	-80.9	0.4	-83.5	-0.1
CC12CCCC[C@@H]1CCC1C2CCC2(C)C1CC[C@@]2(O)CNCCO (stereo not given in full)	-3.0	0.7	-0.1	-2.3	-3.1	-1.0	-2.9	-4.5	-1.5	5.6	-0.2
C=CCn1c(=N)c(C(=O)NCCCOC)cc2c(=O)n3cccc(C)c3nc21	-9.4	0.1	0.5	-1.9	0.9	-1.3	i	i	-0.4	i	-0.6
CCOC(=O)N=Nc1c(O)n(CC(=O)OC)c2ccccc12	-8.6	-0.8	0.0	-0.7	-4.3	0.7	3.5	1.2	-3.7	0.8	-2.3
COC(=O)c1ccc2c(c1)N(C)CCS2	-4.0	4.4*	0.4	-1.0	1.3	-1.2	-45.8	-479.6	0.3	-381.5	-3.4
O=C(O)CCCn1cc(NC(=O)c2ccc(F)cc2)cn1	-1.3	-0.4	-0.6	0.8	-1.9	-1.4	1.8	-0.8	-0.8	1.1	-5.4
CCOc1ccc(-c2cc(CCCC(=O)NCc3ccc(C)cc3)no2)cc1	0.7	-0.5	-0.5	-4.5	-7.2	-2.3	-0.1	-0.1	1.6	0.5	-9.9
C=CCN(CC=C)C(=O)C1CCN(S(=O)(=O)c2ccc(N3CCCC3=O)cc2)CC1	1.7	1.6	-0.9	-0.6	0.3	-0.9	0.7	3.9	4.3	0.8	0.9
COc1ccccc1C(=O)C1CCCN(C(=O)c2cccc(-n3cccn3)c2)C1 (stereo not given)	-2.2	0.9	-0.3	-0.9	-0.8	-1.8	-2.4	-5.9	-2.1	-0.1	1.3
Cc1cccc(C)c1NC(=O)C(c1ccnc2ccccc12)N1CCN(C)CC1 (stereo not given)	-0.1	nt	-0.2	-0.3	-4.3	-0.4	-3.3	1.0	-2.4	-1.3	4.0
CC1=CC(C)(C)NC(=S)N1c1cccc(C)c1	6.1&-1.7	-0.6&-1.1	-1.0&0.0	-0.9&-1.0	4.5&1.4	-0.9&-1.6	0.5&-3.3	4.9&-0.6	3.8&3.5	4.4&2.2	-0.1&-0.1
COc1ccc(C(=O)NCC(=O)OCC(=O)N2CCc3ccccc32)cc1	-5.4	-1.1	0.2	0.7	0.8	-1.1	-0.5	2.3	-1.8	-2.1	3.3
O=C(NC1CCCCC1)C(c1ccc2ncccc2c1)N(Cc1ccc(F)cc1)C(=O)c1ccc2c(c1)OCCO2 (stereo not given)	-5.8	-0.7	-0.5	0.5	-0.3	-1.2	1.2	3.0	-0.3	5.0	-0.8
O=C(O)c1ccccc1S(=O)(=O)NCC(O)COc1ccc(Br)cc1 (stereo not given)	-0.1	-1.0	0.1	-0.6	1.0	-2.3	-0.8	-3.6	2.1	-4.2	1.6
O=C(CN1CCCN(Cc2ccc(F)cc2Cl)C1=O)NC1CCCCCC1	-1.5	0.0	-0.4	-1.9	-1.1	-2.1	-1.6	0.6	0.0	0.1	-2.6
C[C@H]1[C@@H](OC(=O)NCc2ccc(Cl)c(Cl)c2)CC[C@@]23CCCN2C(=O)CCC[C@@H]13	0.9	nt	nt	-3.3	nt	-2.1	-0.6	-1.6	2.1	2.3	-2.8
O=c1c(-c2cccnc2)nc2ccccc2n1C(c1ccccn1)c1nc2ccccc2[nH]1 (stereo not given)	-5.2	nt	0.3	0.7	-5.5	-1.0	-111.2	-197.7	-1.9	-138.2	-0.6
N#Cc1ccccc1NC(=O)Nc1ccccc1	9.3	-0.7	-0.7	0.0	-1.5	-0.7	-54.3	-51.9	4.8	-27.8	-0.9

# Arranged by value in ssDAF-12 act (low to high): 3 from the list above
smiles,ssDAF-12 act
C=CCn1c(=N)c(C(=O)NCCCOC)cc2c(=O)n3cccc(C)c3nc21,-1.3
COC(=O)Cc1csc(NC(=O)CSc2nnc3ccccn23)n1,-0.2
CCOC(=O)N=Nc1c(O)n(CC(=O)OC)c2ccccc12,0.7

# Following part:
mol	MBD2 inh	DAX1 inh-1	DAX1 inh-2	hcDAF12 agonist	SMARCA2 activ	ssDAF-12 act	ADAM17 inh	PLCb3 inh	Rev-erbA mod	PLC-gamma1 inh	hgDAF12 agonist
O=C(NCc1ccco1)c1ccc(C(F)(F)F)cc1	2.1	nt	0.1	-0.1	-2.5	-1.5	-2.2	3.7	-3.4	0.1	1.7
COc1ccc([C@@H]2[C@@H]3C(=O)N(C(C)(C)C)C(=O)[C@@H]3[C@]3(C)C(=O)N(c4ccc(C)cc4)C(=O)N23)cc1	-2.7	1.5	0.6	0.2	1.2	-0.6	-4.8	1.4	7.5	1.4	2.1
Cc1cc(F)c(F)c(C(=O)N2C(C)CCCC2C)c1Cl (stereo not given)	-2.2	0.4	1.0	-1.1	-1.2	-1.2	-1.0	0.6	-4.1	-2.7	-1.6
C[C@@H]1C(=O)O[C@H]2C[C@@]34[C@H]5C[C@@H](C(C)(C)C)[C@]36[C@@H](OC(=O)[C@@H]6O)O[C@@]4(C(=O)O5)[C@]21O	2.5	0.1	-0.2	-0.7	0.2	-0.9	-2.8	-2.9	-4.2	1.0	-0.7
O=S(=O)(Nc1c(O)ccc2ccccc12)c1ccc(F)cc1	-1.1	3.1	0.6	8.1*	5.3	1.1*	-4.4	-30.9	-3.4	-22.2	1.3
N#Cc1ccc(NC(=O)C2=COCCO2)cc1	0.0	0.4	1.8	2.5	7.6	-1.0	2.9	-1.5	4.4	6.9	4.8
COC1=C(Br)C(=O)c2nc(C)ccc2C1=O	6.1	0.2	-0.4	-1.6	-4.9	-1.0	6.5	-0.6	3.0	15.2*	0.1
CCOC(=O)c1cc(-c2ccc(F)cc2)nc2c1c(=O)[nH]c(=O)n2Cc1ccccc1	-3.9	-0.6	0.2	0.6	-0.9	-0.7	-3.7	-5.4	-8.8	-0.6	-0.1
Cc1ccc(NS(=O)(=O)c2ccc3c(c2)NC(=O)CCS3)cc1C	-2.6	-0.7	-1.0	-0.9	-3.9	-1.0	2.2	-4.1	4.8	-1.0	-6.0
CN(C)CCCNc1ncnc2c1cnn2Cc1ccccc1Cl	3.5	-0.4	0.5	0.8	-1.6	-0.8	-2.1	0.7	-4.1	-0.6	-1.6
CCOC1=C2CN(S(=O)(=O)c3ccc(C)cc3)[C@H](c3ccccc3)C[C@H]2n2c(=O)n(-c3ccccc3)c(=O)n2C1	-5.8	nt	-1.0	1.9	-5.1	-0.8	0.1	2.4	-1.9	1.2	1.4
CCN(CC)Cc1cc(CCNC(=O)c2ccc(Cl)cc2)ccc1O	1.4	-0.3	-0.9	-1.4	-3.5	-1.0	-7.5	-0.7	-0.5	-1.0	-0.5
CC(=O)Nc1ccc(-c2ccnc3c2CC(C)(C(=O)Nc2ccc(F)c(Cl)c2)O3)cc1 (stereo not given)	4.2	nt	-2.1	-2.0	-6.3	-1.6	-1.8	-1.8	1.9	0.0	-3.6
Cc1cc(N/N=C/c2cccc(F)c2)nc(NCc2ccccc2)n1	-2.1	-0.9	-0.6	-0.7	3.0	-1.6	5.2	-6.1	3.8	0.1	-2.8
COc1ccc(OC(=O)CN2C(=O)C3C4CCC(C4)C3C2=O)cc1 (stereo not given)	-7.9	-0.5	-0.2	2.5	0.3	-1.7	-0.1	3.0	-2.3	3.0	-0.4
Fc1ccc(N2CCN(Cc3cn[nH]c3-c3ccccc3)CC2)cc1	1.0	1.1	0.3	-1.3	-1.6	-1.4	2.0	-2.9	4.2	-0.9	0.6
CC(=O)N(c1ccc(C)cc1)c1nc(C)cc(C)c1C#N	3.6	3.3	0.8	4.3	-0.9	-0.3	-1.6	-6.3	-0.7	-0.2	-1.0
CCOC(=O)c1cc2c(ccn2C)n1CC(=O)N1CCN(c2ccc(F)cc2)CC1	0.5	0.2	0.3	-0.6	-2.5	-1.8	-7.0	-3.4	6.0	-4.0	-0.3
S=C(NCc1ccco1)N1CCN(Cc2ccc(Cl)cc2Cl)CC1	0.2	-0.8	-0.6	-2.1	0.5	-1.8	3.7	-5.9	0.1	-2.7	-2.5
COc1ccc(-c2noc(CCC(=O)N3CCN(c4ccccc4F)CC3)n2)cc1	2.2	-1.1	1.1	-0.5	-3.6	-1.1	-3.5	-4.7	2.2	-3.1	2.3
CC(=O)c1cccc(NC(=O)N2CCCC2C(=O)Nc2ccccc2C)c1 (stereo not given)	-4.2	-1.9	-0.8	-1.3	-1.7	-1.1	-6.4	1.1	3.6	3.8	-1.2
Cc1ccc(S(=O)(=O)n2c(=O)oc3ccccc32)cc1	3.4	0.6	0.6	0.8	-3.5	0.1	-2.6	2.1	1.0	-1.2	-3.9
CCCC1(c2ccccc2)NC(=O)N(CC(=O)NCc2ccc(C)cc2)C1=O (stereo not given)	1.5	-0.3	0.1	-1.8	-3.0	-1.0	-0.4	-2.6	-7.7	3.9	-1.4

# Bioassay records: PubChem, several laboratories
